# VP16 counter: VP16 counterscreen qHTS for inhibitors of ROR gamma transcriptional activity | Drosophila S2 Gal4-VP16 UAS-luciferase, luminescence, 20 h | Potency, µM (doses to about 53.6 µM), inactives show at the highest dose activity, negative = inhibition, actives largely listed as inhibitors | actives 3.5% (n = 310,000);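 further: Gal4-VP16 expression switched on by copper sulfate through the metallothionein promoter; potency means the concentration at half of the fitted maximal effect; on the % scale 0 is the no-effect control and ±100 the full control effect; nearly all actives have a fitted effect of over 50% in size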
# MBNL1-CUG inh: qHTS Assay for Inhibitors of MBNL1-poly(CUG) RNA binding; Muscleblind-like protein 1 (Homo sapiens), Q9NR56; TR-FRET MBNL1-His/biotin-(CUG)12 binding, 665/545 ratio; Potency, µM (highest dose often 57.5 µM), for inactives: at the highest dose activity change, negative = inhibition, actives largely listed as inhibitors; actives 0.036% (n = 280,000); AID 2675, 2010; active means well fitted inhibition curve with a large enough effect in the signal ratio, with a control signal flat, not every such curve was filed as active; inconclusive means small, poorly fitted or top-dose-only effect, or effect the other way, or a change in a side signal; inactive means no such curve, though single readings can be large or run the other way; the % refers to the signal ratio; further: potency means the concentration at half of the fitted maximal effect; on the % scale 0 is the no-effect control and ±100 the full control effect
#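 Compounds (final 92 nM to 58 uM) are added to His-tagged MBNL1 and biotin-(CUG)12, then terbium anti-His antibody and streptavidin-XL665 (5 nM final). After 60 min at room temperature, the 665/545 nm ratio is read.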
# Menin-MLL TR inh: qHTS Assay for Inhibitors Targeting the Menin-MLL Interaction in MLL Related Leukemias: Competition With Texas Red Labeled MLL-derived Mutant Peptide; O00255; Menin + Texas Red MLL mutant peptide, fluorescence polarization; Potency, µM (doses to about 61.6 µM), for the others: top-dose FP activity change, negative = inhibition, actives largely listed as inhibitors; actives 0.23% (n = 270,000); AID 1768, 2009; active means well fitted inhibition curve with a large enough effect in the polarisation, with a control signal flat, not every such curve was filed as active; inconclusive means small, poorly fitted or top-dose-only effect, or effect the other way, or a change in a side signal; inactive means no such curve, though single readings can be large or run the other way; the % refers to the polarisation; further: potency means the concentration at half of the fitted maximal effect; % of control where 0% means no effect; many of its hits are not listed in these tables
# Rab9 prom act: qHTS Assay for Rab9 Promoter Activators. Huh7 Rab9 promoter-luciferase reporter, luminescence, 24 h. Potency, µM (highest dose often 9.22 µM), for the others: at the highest dose activation, negative = inhibition, usual class: activators. actives 2.8% (n = 320,000); further: potency means the concentration at half of the fitted maximal effect; % of control where 0% means no effect; nearly all actives have a fitted effect of over 60% in size
#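 Huh7 cells stably carrying Rab9 promoter–luciferase reporter, plated 1500 cells/well, compound added after 2 h and incubated 24 h at 37 °C; luciferase luminescence then read after 10 min with detection reagent.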
# KCNH2 3.1 inh: qHTS for Inhibitors of KCHN2 3.1: Mutant qHTS; AID 720553, 2013; activity change, % (tested at about 1.8 µM); Potassium voltage-gated channel subfamily H member 2, brain isoform KCNH2 3.1 (human); actives 0.95% (n = 340,000); U2OS KCNH2 3.1, thallium flux FluxOr; active compounds read low;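 active means maximum activity change below -70%; inconclusive means maximum activity change from -70% to -50%; inactive means maximum activity change above -50%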;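 further: thallium influx rate constant from kinetic fluorescence after stimulation buffer; on the % scale 0 is the no-effect control and ±100 the full control effect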
#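 Steps: virus added to U2OS suspension (4 h, RT, dark); medium with 10% FBS added, cells plated, 37 C overnight; FluxOr/Red40 loading buffer 45 min RT; stimulation buffer, 2 min kinetic read; rate constant normalized.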
# RORgamma inh: qHTS for inhibitors of ROR gamma transcriptional activity. AID 2551, 2010. Drosophila S2 Gal4-RORgamma UAS-luciferase reporter, 20 h. actives 5.4% (n = 310,000). Potency, µM (top dose mostly 53.6 µM), without a hit: at the top dose activity change, negative = inhibition, most hits filed as inhibitors. Nuclear receptor ROR-gamma (Mus musculus), P51450; further: potency means the concentration at half of the fitted maximal effect; on the % scale 0 is the no-effect control and ±100 the full control effect; nearly all actives have a fitted effect of over 60% in size
# Target sequence (P51450 whole entry, looked up, the tested form may be a part): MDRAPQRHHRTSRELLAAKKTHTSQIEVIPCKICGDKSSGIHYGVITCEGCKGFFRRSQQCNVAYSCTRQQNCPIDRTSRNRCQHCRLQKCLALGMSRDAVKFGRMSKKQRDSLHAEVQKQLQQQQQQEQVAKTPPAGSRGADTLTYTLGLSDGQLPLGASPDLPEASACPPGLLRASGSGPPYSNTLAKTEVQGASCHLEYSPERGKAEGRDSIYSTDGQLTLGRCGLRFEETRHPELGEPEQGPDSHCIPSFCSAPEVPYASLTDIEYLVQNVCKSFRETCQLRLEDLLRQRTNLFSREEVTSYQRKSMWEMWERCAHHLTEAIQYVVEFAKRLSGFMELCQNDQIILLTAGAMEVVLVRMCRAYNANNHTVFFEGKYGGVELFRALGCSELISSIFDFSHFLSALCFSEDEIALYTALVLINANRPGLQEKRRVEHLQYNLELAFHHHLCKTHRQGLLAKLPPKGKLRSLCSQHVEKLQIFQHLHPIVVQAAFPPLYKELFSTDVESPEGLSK
#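 Stable Schneider cell line, Gal4 DNA-binding domain fused to ROR gamma, UAS-luciferase. Cmpd 1 hr RT → CuSO4 700 uM final → 20 hr RT → luciferase reagent 10 min → luminescence.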
# NPC1 promoter act: qHTS Assay for NPC1 Promoter Activators | AID 485313, 2010 | Potency, µM (highest dose often 9.22 µM), inactives show top-dose activation, hits mostly activators | Huh7 NPC1 promoter luciferase reporter, 24 h | actives 2.4% (n = 320,000);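 further: potency means the concentration at half of the fitted maximal effect; % of control where 0% means no effect; nearly all actives have a fitted effect of over 60% in size; reporter is driven by a mutant NPC1 promoter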
#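 Luminescence read-out of NPC1 promoter-driven luciferase in stably transfected Huh7 cells; compounds delivered in DMSO and left 24 h at 37C, 5% CO2, qHTS titration format.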
# ELG1 DNA repair: qHTS screen for small molecules that inhibit ELG1-dependent DNA repair in human embryonic kidney (HEK293T) cells expressing luciferase-tagged ELG1; HEK293T ELG1-luciferase reporter, luminescence, 16 h; DNA damage induced by 5-fluorouridine; Potency, µM (doses to about 46.1 µM), for the others: at the top dose activity change, negative = inhibition, usual class: inhibitors; actives 2.3% (n = 330,000); AID 504467, 2011; further: potency means the concentration at half of the fitted maximal effect; on the % scale 0 is the no-effect control and ±100 the full control effect; nearly all actives have a fitted effect of over 55% in size
#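 Step one: seed 2,000 cells per well. Step two: pin-transfer compound or DMSO alongside 5-fluorouridine. Step three: incubate 16 hr, 37 °C, 5% CO2. Step four: add ONE-Glo, wait 30 min, read luminescence.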
# FLuc modulator: qHTS profiling assay for firefly luciferase inhibitor/activator using purifed enzyme and Km concentrations of substrates (counterscreen for miR-21 project); AID 588342, 2011; actives 6.9% (n = 360,000); Potency, µM (highest dose often 57.5 µM), without a hit: at the top dose activity change, negative = inhibition, hits mostly inhibitors; purified FLuc, Km substrates, luminescence inhibition; Luciferin 4-monooxygenase (Photinus pyralis), P08659;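 further: potency means the concentration at half of the fitted maximal effect; plate controls were vehicle for no effect and reference inhibitor for full effect; nearly all actives have a fitted effect of over 55% in size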
#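 Purified P. pyralis luciferase, 10 nM final, with Km-level 10 uM D-luciferin and 10 uM ATP in 50 mM Tris acetate pH 7.5, 10 mM Mg acetate, 0.01% Tween-20, 0.05% BSA; 6-point qHTS titration about 60 µM downward; luminescence read.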
# Mito fusion act: qHTS Assay for Small Molecule Inhibitors of Mitochondrial Division or Activators of Mitochondrial Fusion | S. cerevisiae fusion-defective mutant growth rescue, CellTiterGlo 48 h | Potency, µM (doses to about 46.1 µM), for the others: at the top dose growth rescue (activation), most hits filed as activators | actives 0.23% (n = 320,000) | AID 485298, 2010;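 further: potency means the concentration at half of the fitted maximal effect; % of control where 0% means no effect; nearly all actives have a fitted effect of over 45% in size; temperature-sensitive fusion mutants such as fzo1-1 at 37 °C on non-fermentable ethanol glycerol medium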
#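 Yeast fusion mutant, YPEG (non-fermentable carbon), compound, 48 h at 37C non-permissive; CellTiterGlo added, 10 min RT, luminescence read. Rescued growth = division inhibition.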
# PKM2 act: qHTS Assay for Activators of Human Muscle isoform 2 Pyruvate Kinase; purified PKM2, Kinase-Glo ATP luminescence, activation; response scale: 0% is enzyme alone, no compound; actives 0.34% (n = 260,000); Potency, µM (highest dose often 57.5 µM), without a hit: at the top dose activation, hits mostly activators; AID 1631, 2009; Pyruvate kinase PKM (Homo sapiens), P14618; further: potency means the concentration at half of the fitted maximal effect; on the % scale 0 is the no-effect control and ±100 the full control effect; nearly all actives have a fitted effect of over 55% in size
# Target sequence (P14618 whole entry, looked up, canonical isoform): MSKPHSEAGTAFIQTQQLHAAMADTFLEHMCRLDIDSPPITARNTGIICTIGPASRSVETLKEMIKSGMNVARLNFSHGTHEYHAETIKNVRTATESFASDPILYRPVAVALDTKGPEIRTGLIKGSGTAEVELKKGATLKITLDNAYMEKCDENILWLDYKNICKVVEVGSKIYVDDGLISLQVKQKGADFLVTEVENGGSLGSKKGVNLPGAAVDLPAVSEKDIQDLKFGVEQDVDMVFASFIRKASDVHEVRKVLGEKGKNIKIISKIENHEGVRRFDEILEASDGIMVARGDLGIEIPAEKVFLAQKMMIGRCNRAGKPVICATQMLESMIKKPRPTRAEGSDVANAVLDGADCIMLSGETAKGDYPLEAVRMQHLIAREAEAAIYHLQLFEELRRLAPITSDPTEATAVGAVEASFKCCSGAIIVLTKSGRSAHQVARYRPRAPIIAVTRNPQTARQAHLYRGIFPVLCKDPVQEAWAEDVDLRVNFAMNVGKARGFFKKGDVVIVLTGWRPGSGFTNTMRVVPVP
#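 Kinase-Glo luminescence reports ATP generated from ADP (0.1 mM) and PEP (0.5 mM) by purified hPK-M2 after 1 h at room temperature, pH 7.2 imidazole buffer; intermediate enzyme activity allows detecting inhibitors and activators.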
# Starred values were filed as active, the others as inactive; ? = inconclusive; · = not tested or not shown; [ ] = dose if it differs, or a comment. Unless noted, the call rests on the fitted dose curve; in most records, active means well fitted curve in the direction sought with a large enough effect; inconclusive means small, poorly fitted or top-dose-only effect, or another doubt; inactive means no such curve, though single readings can be large; an effect the other way counts as inactive or inconclusive. The list is partial; count on the stated rates, not on these rows.
SMILES,VP16 counter,MBNL1-CUG inh,Menin-MLL TR inh,Rab9 prom act,KCNH2 3.1 inh,RORgamma inh,NPC1 promoter act,ELG1 DNA repair,FLuc modulator,Mito fusion act,PKM2 act
O=C(Cc1ccc(Br)cc1)N1CCN(c2ccccc2)CC1,14%,6%,20%,7%,-21,22%,-4%,8%,5%[2.3 µM],18%,8%
COC(=O)/C=C1\SC(=NC(=O)c2ccc(OC)cc2)NC1=O,-7%,6%,57%[activator],16%,-2,-39%,-2%,0%,?,-5%,0%
COc1ccc(S(=O)(=O)N/N=c2\oc3c(OC)cccc3cc2S(=O)(=O)c2ccc(C)cc2)cc1OC,16%,4%,16%,2%,1,33%,-4%,?,-14%,4%,0%
CCC(=O)Nc1cccc2cccnc12,-12%[10 µM],5%,-9%,-6%,0,-18%,-2%,?,-6%,1%,-4%
CCOc1ccccc1C1C2CCCCC2(O)CCN1C(=O)c1cccs1 (stereo unspecified),-7%,-16%,-10%,14%,10,12%,-7%,-22%,-2%,4%,-4%
O=C(Nc1cc(S(=O)(=O)Nc2ccccc2Cl)ccc1O)c1sc2cc(Cl)ccc2c1Cl,0%,-6%,?,-2%,·,3%,0%,-7%,1%,-3%,-1%
O=C1S/C(=C/c2ccc(N3CCOCC3)o2)C(=O)N1Cc1c(F)cccc1Cl,8%,8%,19%,0%,-35,-1%,3%,?,?,-3%,?
O=C(c1cccs1)N(Cc1cc2ccccc2[nH]c1=O)CC1CCCO1 (stereo unspecified),10%,2%,?,2%,3,13%,0%,19%,-1%,?,·
CC(CC(=O)N1CCc2ccccc21)c1ccccc1 (stereo unspecified),23%,-2%,-2%,16%,-7,?,2%,?,?,8%,7%
CCN(CC)CCCNC(=O)CNC(=O)c1nn(-c2ccc(OC)cc2)c(=O)c2ccccc12,4%,?,-1%,8%,-14,-1%,-3%,12%,-1%,-7%,·
O=C(Nc1ccccc1)c1ccc(S(=O)(=O)NCC2CCCO2)cc1 (stereo unspecified),2%,-1%,18%,-3%,12,?,-4%,?,-2%,2%,0%
CCCn1c(N)c(N(CCOC)C(=O)c2cc(S(=O)(=O)N3CCCCCC3)ccc2OC)c(=O)[nH]c1=O,-4%,12%,·,9%,-4,6%,-3%,18%,1%,-1%,-4%
COC(=O)c1cc2occc2n1CC(=O)Nc1ccc(C)cc1C,-8%,1%,-3%,2%,-10,8%,-1%,-2%,0%,1%,-2%
O=C(c1cccc(S(=O)(=O)N2CCCCC2)c1)N1CCN(c2ccccc2)CC1,7%,-2%,·,-5%,2,-10%,1%,-11%,2%,4%,-6%
CCN(CC)C(=O)CCS(=O)(=O)c1cccc2nonc12,4%,?,3%,-2%,-7,12%,1%,-10%,-2%,2%,·
Cc1ccccc1OCc1nc2ccccc2n1C,?,-5%,-4%,4µM*,3,20µM*,3.2µM*,?,8.5µM*,-15%,-1%
CN1CCCC(OC(=O)c2cc(F)c(F)c(F)c2F)C1 (stereo unspecified),8%,1%,8%,-4%[1.84 µM],-3,-11%,-1%,13%,1%,-4%,·
O=C(O)c1cc([N+](=O)[O-])ccc1C(=O)Nc1ccccc1,0%,?,-8%,1%,8,2%,-5%,-9%,2%,2%,-2%
O=C(CN(Cc1ccc(F)cc1)C(=O)CCC(=O)Nc1nccs1)NCc1ccccc1,-1%,-2%,·,10%,-1,15%,-8%,9%,0%,-3%,·
CSc1ncccc1C(=O)NC1CCCc2c1cnn2-c1ccc(C)c(C)c1 (stereo unspecified),?,-7%,-21%,-14%,·,?,-17%,?,5%,1%,-1%
COc1ccccc1C1CCN(C(=O)c2cnn(-c3ccccc3)c2C)CC1,?,·,·,3%,-38,-67%,-2%,?,2%,-9%,0%
O=S(=O)(c1ccccc1)c1nc(-c2ccco2)oc1NCCCn1ccnc1,0%,2%,6%,3%,-11,-12%,-1%,11%,1%,-2%,-3%
CCCc1cc(C(=O)Nc2ccc(C(C)=O)cc2)no1,?,?,4%,17%,-10,-25%,8%,?,?,-1%,9%
Cc1ccc(C(=O)Nc2cccc(C(=O)N3CCOCC3)c2)cc1,16%,3%,0%,2µM*,-8,-1%,4µM*,?,9.5µM*,0%,-10%
O=C(NC1CC1)c1cccc(NC(=O)c2cc(S(=O)(=O)N3CCOCC3)ccc2Cl)c1,·,·,·,-2%,-8,·,5%,?,0%,6%,·
# New compounds follow:
SMILES,VP16 counter,MBNL1-CUG inh,Menin-MLL TR inh,Rab9 prom act,KCNH2 3.1 inh,RORgamma inh,NPC1 promoter act,ELG1 DNA repair,FLuc modulator,Mito fusion act,PKM2 act
CSc1oc(-c2ccccc2)nc1C(N)=O,3%,10%,0%,-1%,-13,3%,1%,-1%,3%,-8%,1%
CC(=O)Oc1ccc(C(=O)Nc2ccccc2NC(=O)c2ccc(OC(C)=O)cc2)cc1,-13%,-10%,51%[activator],-6%,-18,-5%,1%,0%,-1%,-3%,·
COc1ccc(C(=O)NC(=S)N2CC(C)OC(C)C2)cc1 (stereo unspecified),6.3µM*,-3%,0%,-1%,-5,5.6µM*,1%,27%,4%,15%,6%
CCN(CC(=O)NCc1ccc(F)cc1)CC(=O)Nc1ccccc1-c1ccccc1,-11%[10 µM],5%,-15%,0%,-10,?,-1%,-8%,-1%,2%,15%
COc1ccc(CC2(CO)CCN(C(C)COc3ccccc3)CC2)cc1 (stereo unspecified),26%,9%,-4%,5%,-94*,-28%,-4%,-5%,1%,-1%,15%
O=C(/C=C/Nc1ccc(F)cc1F)c1ccco1,7.1µM*,?,3%,3.5µM*,8,7.9µM*,?,?,0.21µM*,0%,-58%
CN(C(=O)c1ccc(NC(=O)Cc2ccc(NC(=O)C3CCN(C(=O)C4CC4)CC3)cc2)cc1)C1CC1,·,·,·,0%,-8,·,0%,16%,?,3%,·
COc1ccc(S(=O)(=O)N(CCc2ccccc2)CC(=O)N/N=C/c2ccc3c(c2)OCO3)cc1,-1%,?,4%,-3%,?,28%,0%,16µM*,1%,-3%,-14%
O=C(NC12CC3CC(CC(C3)C1)C2)N1CCN(S(=O)(=O)c2ccc(Cl)cc2)CC1,0%,-4%,-1%,-7%,-10,-19%,-6%,0%,3%,-3%,-12%
COc1ccc(CCC(C)NC2C3CC4CC(C3)CC2C4)cc1 (stereo unspecified),-3%,9%,?,-7%,2,-7%,0%,11%,-1%,-8%,3%
Cc1ccc(CNC(=O)Cc2nc3nc(C)cc(C)n3n2)cc1,7%,·,-5%,8%,6,-1%,0%,3%,2%,-5%,3%
COc1ccc(CNC(=O)c2cc(C(C)=O)c[nH]2)cc1,-3%,0%,6%,-6%,7,3%,1%,16%,-3%,-2%,·
CCc1ccc(NC(=O)CCn2ccnc2C)cc1,-4%,5%,-2%,-2%,2,25%,3%,?,-2%,-2%,-9%
C/C(=N\Nc1nc(N2CCOCC2)nc(N2CCOCC2)n1)c1cccs1,2%,-2%,4%,-8%,-3,-4%,0%,-3%,2%,-7%,1%
Oc1cc(O)c2c(c1)O[C@H](c1ccc(O)c(O)c1)[C@H](O)C2,2%,7%,24%,1%,-8,31%,0%,-7%,0%,1%,24%
CCCc1nc2n[nH]c(N)c2c2c1COC(C)(C)C2,15%,2%,-1%,-2%,-1,20%,-5%,2%,4%,-2%,1%
CC(=O)Oc1cccc(Nc2ncnc3ccccc23)c1,-13%,7%,-21%,0%,2,-5%[1.91 µM],8%,2%,?,-5%,3%

# Source: PubChem BioAssay
